TRPV1 agonist: activates the human vanilloid receptor TRPV1. Q8NER1. TRPV1-expressing cells, Fluo-8 calcium influx, agonist mode. activation, % at 8.33 µM. 320,000 tested, 0.19% active. AID 540275; in the data active = activation above about 80%; inconclusive = between about 30% and that limit; also: 0% is about no effect
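TRPV1-expressing cells were cultured overnight at 35.5C and loaded with Fluo-8 calcium dye for 40 to 90 min at room temperature. After a 10 s baseline, compound was added and calcium influx was read kinetically for 3 min (ex 480/em 520 nm).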
TCR act: T cell receptor activation. 330,000 tested, under 10 active. primary human leukocytes, anti-CD3, IL-2 HTRF, 48 h. Potency, µM (doses to about 9.22 µM), inactives show at the top dose activation of IL-2 secretion, hits mostly activators; also: % of control where 0% means no effect
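Readout: HTRF IL-2, Eu-cryptate/d2 antibody pair, 320nm excitation, 665nm emission. Stimulus: a-CD3 beads, no co-stimulation. Cells: primary human leukocytes. Exposure: 48 hr with compound.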
p53 reactivation: re-activators of mutant p53; Potency, µM (highest dose often 92.2 µM), without a hit: top-dose activity change, positive = activation, most hits filed as activators; 320,000 tested, 0.063% active; H1299 p53-A138V BP100-luciferase reporter, luminescence, 24 h; AID 504706; also: potency is read from the fitted curve at half-maximal effect; % of control where 0% means no effect; nearly all actives have a fitted effect of over 45% in size
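H1299 (p53-null), stable ts p53-A138V + BP100-Luc; 1000 cells/well, Opti-MEM/10% FBS; cpd 4 pt, 1:5; 24 h, 37 deg C, 5% CO2; detection reagent 10 min RT; luminescence.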
B2AR arrestin: recruits beta-arrestin to the human beta2-adrenergic receptor | P07550 | AID 492947 | 330,000 tested, 0.02% active | Potency, µM (doses to about 46.1 µM), for inactives: at the highest dose activation, most hits filed as activators | beta-arrestin recruitment to beta2AR, cell-based reporter;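 also: potency is read from the fitted curve at half-maximal effect; 0% = DMSO controls and full agonism = EC100 isoproterenol or metaproterenol; nearly all actives have a fitted effect of over 65% in size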
Target sequence (P07550 whole entry, looked up): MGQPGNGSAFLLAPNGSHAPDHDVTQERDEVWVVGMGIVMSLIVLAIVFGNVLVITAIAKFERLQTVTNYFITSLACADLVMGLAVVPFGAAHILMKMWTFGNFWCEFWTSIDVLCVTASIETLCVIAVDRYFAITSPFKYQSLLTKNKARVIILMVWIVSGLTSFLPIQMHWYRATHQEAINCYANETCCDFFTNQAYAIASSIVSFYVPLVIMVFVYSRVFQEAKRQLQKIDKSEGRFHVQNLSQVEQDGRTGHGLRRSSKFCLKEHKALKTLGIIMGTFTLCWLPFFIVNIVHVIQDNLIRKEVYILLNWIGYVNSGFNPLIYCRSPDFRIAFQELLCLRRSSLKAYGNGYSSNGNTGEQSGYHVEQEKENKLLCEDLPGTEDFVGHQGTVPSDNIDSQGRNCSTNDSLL
CXXC DNA block: MLL CXXC-DNA interaction inhibition. Q03164. MLL-CXXC / FITC-HOXA9 DNA fluorescence polarization. Potency, µM (top dose mostly 115 µM), for inactives: at the highest dose activity change, negative = inhibition, actives largely listed as inhibitors. 290,000 tested, 0.037% active; active = well fitted inhibition curve with a large enough effect in the polarisation, with a control signal flat, not every such curve was filed as active; inconclusive = small, poorly fitted or top-dose-only effect, or effect the other way, or a change in a side signal; inactive = no such curve, though single readings can be large or run the other way; the % refers to the polarisation; also: potency is read from the fitted curve at half-maximal effect
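Steps: dispense CXXC domain solution (7 uM) → pin compounds or unlabeled HOX-A9 DNA control → 5 min ambient → add FLSN-HOX-A9 solution (50 nM) → spin → 30 min ambient → fluorescence polarization. Tris pH 7.5/NaCl/DTT/BSA buffer.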
BRCA1 expr up: BRCA1 expression activation | Potency, µM (top dose mostly 46.1 µM), for inactives: at the top dose activation, hits mostly activators | 380,000 tested, 1.1% active | MCF7-BRCA1-FFLuc reporter, luminescence, 48 h; response scale: scaled: vehicle 0%, 10 µM genistein 100% | AID 624202; also: potency is read from the fitted curve at half-maximal effect; nearly all actives have a fitted effect of over 80% in size; some results filed as inactive show a strong effect at the top dose
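MCF7 cells carrying a BRCA1-firefly luciferase reporter (2000 cells/well, phenol-red free MEM) were attached for 2 h at 37 °C, then given compounds for 48 h. Luminescence was read 15 min after luciferase reagent; activity normalized to genistein (10 microM) and DMSO.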
Integrin act MD: activators of alpha7 integrin expression for muscular dystrophy; alpha7betagal myoblasts, beta-gal FDG fluorescence, 48 h; Potency, µM (top dose mostly 38.3 µM), inactives show at the highest dose activation, actives largely listed as activators; 350,000 tested, 0.064% active; AID 624291;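 also: potency is read from the fitted curve at half-maximal effect; 100% = response of the positive control SU9516; nearly all actives have a fitted effect of over 60% in size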
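Alpha7betagal+/- myoblasts (passage 13) were plated 16-24 hr, then exposed to compounds (1:260 dilution of DMSO stock) for 48 hours at 37C. After MPER lysis, β-galactosidase reporter activity was read as FDG fluorescence (ex 480/em 540) after 30 minutes.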
TSG101-PTAP inh: blocks PTAP/TSG101 interaction to inhibit HIV-1 budding; Fluorescence polarization, FITC-PTAP peptide / Tsg101 binding; Q99816; 340,000 tested, under 10 active; Potency, µM (titrated, usually from 115 µM), inactives show at the highest dose activity change, negative = inhibition, actives largely listed as inhibitors; active = well fitted inhibition curve with a large enough effect in the main read-out, with a control signal flat, not every such curve was filed as active; inconclusive = small, poorly fitted or top-dose-only effect, or effect the other way, or a change in a side signal; inactive = no such curve, though single readings can be large or run the other way; also: potency is read from the fitted curve at half-maximal effect; % of control where 0% means no effect
Target sequence (Q99816 whole entry, looked up): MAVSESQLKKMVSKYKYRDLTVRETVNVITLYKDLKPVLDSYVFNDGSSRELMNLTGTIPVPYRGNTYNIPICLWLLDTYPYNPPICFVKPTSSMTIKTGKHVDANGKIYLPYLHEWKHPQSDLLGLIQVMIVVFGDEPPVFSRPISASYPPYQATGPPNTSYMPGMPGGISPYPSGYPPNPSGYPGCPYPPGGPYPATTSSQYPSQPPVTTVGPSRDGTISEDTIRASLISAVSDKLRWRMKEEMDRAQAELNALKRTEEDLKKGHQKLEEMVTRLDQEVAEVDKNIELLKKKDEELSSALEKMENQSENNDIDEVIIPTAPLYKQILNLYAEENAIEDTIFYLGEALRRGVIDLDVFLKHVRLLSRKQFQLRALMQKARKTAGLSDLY
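FP read-out: FITC-PTAP peptide, 50 nM final, binding Tsg101 binding domain, 10 uM final; 20 min, r.t.; 10 mM HEPES pH 7.5, 0.15 M NaCl, 0.01% Tween 20, 3 mM EDTA, 0.1 mM TCEP.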
ELG1 DNA repair: inhibitors of ELG1-dependent DNA repair in HEK293T cells; HEK293T ELG1-luciferase reporter, luminescence, 16 h; DNA damage induced by 5-fluorouridine; Potency, µM (titrated, usually from 46.1 µM), without a hit: top-dose activity change, negative = inhibition, most hits filed as inhibitors; 330,000 tested, 2.3% active; also: potency is read from the fitted curve at half-maximal effect; % is scaled to controls: 0 for no effect and ±100 for the full control effect; nearly all actives have a fitted effect of over 55% in size
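Overnight (16 hr) co-exposure of 2,000 cells/well to 5-fluorouridine and compound at 37 °C preceded detection. Luciferase was quantified via ONE-Glo luminescence; loss of signal denotes inhibition.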
AT treatment: potential ataxia-telangiectasia treatments restoring KAP-1 phosphorylation; […] A-T fibroblasts, KAP-1 phosphorylation AlphaLISA; neocarzinostatin DNA damage 30 min before lysis; Potency, µM (highest dose often 57.5 µM), inactives show at the top dose activation, usual class: activators; 320,000 tested, 0.19% active; AID 485349; also: potency is read from the fitted curve at half-maximal effect; % of control where 0% means no effect; nearly all actives have a fitted effect of over 45% in size
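ATM-like activity read as KAP-1 phosphorylation via AlphaLISA donor/acceptor antibody pairs after lysis and 6 hr at 25C. Cells were ATM-null patient fibroblasts ([…], hTERT), dosed 60 min, then exposed to the DSB inducer NCS for 30 min.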
An asterisk follows results filed as active; u = inconclusive; x = not tested or not shown; [ ] = dose if it differs, or a comment. Unless noted, calls follow the shape of the dose curve; as a rule, active = well fitted curve in the direction sought with a large enough effect; inconclusive = small, poorly fitted or top-dose-only effect, or another doubt; inactive = no such curve, though single readings can be large; an effect the other way counts as inactive or inconclusive.

SMILES	TRPV1 agonist	TCR act	p53 reactivation	B2AR arrestin	CXXC DNA block	BRCA1 expr up	Integrin act MD	TSG101-PTAP inh	ELG1 DNA repair	AT treatment
OC(CN1C2=NCCN2c2ccccc21)c1ccc(Br)cc1 (stereo not given)	1	-2%	-3%	-0.1%	1%	-17%	-18%	-6%	u	-1%
CC1CCC2C(=O)N(c3ccc(NC4CCCCC4)c([N+](=O)[O-])c3)C(=O)C2C1 (stereo not given)	15	0%[46.1 µM]	2%	0.1%	15%	-16%	25%	1%	7%	-4%
CCCn1c(SCC(=O)c2cc(C)n(-c3cc(C)on3)c2C)n[nH]c1=O	9	1%	-3%	0.0%	x	-9%	-28%	3%	-25%	2%
NC1=NC[C@H](c2ccccc2)N1CCCCC1CCCCC1	5	6%	-3%	-1.1%	7%	0%	-47%[inhibitor]	-1%	-18%	3%
Cc1cc2ncn(C(=O)N3CCCC3)c2cc1C	-5	1%[46.1 µM]	13%	-0.4%	-1%	11%	-26%	-12%	u	0%
CCOC(=O)c1c(C)nc2ncccn12	-2	-6%	x	x	-4%	4%	-7%	-5%	x	x
O=C(O)c1ccc(CNC(=S)Nc2ccccc2)cc1	3	11%	-1%	-0.1%	4%	-8%	-24%	-5%	9%	2%
Cc1occc1C(=O)Nc1ccc(OCc2ccccc2)cc1	-3	2%	2%	0.1%	-16%	u	-8%	0%	1%	6%
Cn1c(SCc2ccccc2Cl)nnc1-c1cnccn1	-2	1%	u	-1.0%	7%	u	0%	1%	u	2%
CCOC(=O)C1(CCc2ccccc2)CCN(Cc2ccc(OC)cc2)CC1	8	x	2%	-0.8%	-5%	-36%	22%	-2%	-16%	8%
CCCC(=O)Nc1ccc(OCC(=O)OC)cc1	-6	2%	4%	-0.3%	6%	1%	1%	2%	-2%	13%
COc1cccc(/C=N/N2C(=O)C3C4c5ccccc5C(c5ccccc54)C3C2=O)c1OC (stereo not given)	-1	x	21%	-3.4%	5%	x	x	x	-2%	-2%
O=C(OCCOCCOC(=O)Oc1ccccc1)Oc1ccccc1	x	2%	x	x	x	0%	15%	-1%	x	x
CCC1c2ccc(C)n2CCN1C(=O)Nc1ccc(F)cc1 (stereo not given)	2	2%	9%	0.2%	2%	61%	-31%	-6%	28%	-1%
O=C(CCN1C(=O)c2ccccc2C1=O)Nc1sc2c(c1C(=O)NCC1CCCO1)CCC2 (stereo not given)	6	1%[46.1 µM]	-1%	-0.8%	-1%	2%	0%	-2%	-11%	1%

Compound profiles, from the list above. Order of screens: TRPV1 agonist | TCR act | p53 reactivation | B2AR arrestin | CXXC DNA block | BRCA1 expr up | Integrin act MD | TSG101-PTAP inh | ELG1 DNA repair | AT treatment
`Cn1c(SCc2ccccc2Cl)nnc1-c1cnccn1` is entered as -2 | 1% | u | -1.0% | 7% | u | 0% | 1% | u | 2%
`O=C(O)c1ccc(CNC(=S)Nc2ccccc2)cc1` is entered as 3 | 11% | -1% | -0.1% | 4% | -8% | -24% | -5% | 9% | 2%
`OC(CN1C2=NCCN2c2ccccc21)c1ccc(Br)cc1` (stereo not given) is entered as 1 | -2% | -3% | -0.1% | 1% | -17% | -18% | -6% | u | -1%

Looked up above.
Under TCR act, `CCCC(=O)Nc1ccc(OCC(=O)OC)cc1` has 2%
Under B2AR arrestin, `CC1CCC2C(=O)N(c3ccc(NC4CCCCC4)c([N+](=O)[O-])c3)C(=O)C2C1` (stereo not given) has 0.1%

Further structures follow.
SMILES	TRPV1 agonist	TCR act	p53 reactivation	B2AR arrestin	CXXC DNA block	BRCA1 expr up	Integrin act MD	TSG101-PTAP inh	ELG1 DNA repair	AT treatment
Cc1c(NC(=S)N/N=C/C=C/c2ccc([N+](=O)[O-])cc2)c(=O)n(-c2ccccc2)n1C	4	1%[46.1 µM]	-8%	-0.1%	8%	16%	-4%	-5%	-23%	-6%
CCOc1ccc(N(C)S(=O)(=O)c2ccc(C)c(C(=O)N3CCN(Cc4ccc5c(c4)OCO5)CC3)c2)cc1	x	1%	-1%	8.0%	x	-58%	-14%	-3%	16µM*	3%
COc1cc(/C=C/C(=O)O)ccc1OS(=O)(=O)c1cc(Br)ccc1C	1	1%	-3%	-0.2%	x	-21%	-1%	-8%	2%	7%
O=C(NCCC(=O)N1CCN(c2cccc(Cl)c2)CC1)c1ccc(Br)cc1	u	4%	-12%	0.1%	x	-8%	20%	-2%	u	3%
CCOc1ccccc1CN1CCN(C/C=C/c2ccc(OC)cc2)CC1CCO (stereo not given)	9	-4%	1%	-0.5%	4%	0%	-59%[inhibitor]	-3%	1%	-1%
CCc1nnc(NC(=O)CSc2nnc(Cc3ccccc3)n2-c2ccccc2)s1	6	-6%	-3%	0.2%	-2%	-17%	3%	-6%	-2%	2%
COc1cc(C2=Nc3c(c(C)nn3-c3ccccc3)P(=O)(N3CCOCC3)O2)cc(OC)c1OC (stereo not given)	0	4%	3%	0.4%	-4%	-2%	2%	-3%	u	-2%
Cc1nnc(SCC(=O)NCc2ccco2)n1Cc1ccccc1	-4	0%	1%	0.3%	-1%	8%	-20%	-3%	8%	5%
CCCCn1c(=O)c(F)cn(Cc2ccc(OC)c([N+](=O)[O-])c2)c1=O	8	3%[46.1 µM]	-11%	-0.5%	41%[activator]	11%	-12%	-2%	4%	4%
CCOc1ccc(NC(=O)C2CCCN(S(=O)(=O)c3ccc4[nH]c(=O)ccc4c3)C2)cc1 (stereo not given)	1	6%	0%	0.2%	19%	-6%	23%	2%	23%	1%
O=C(NCC1CCCO1)c1cc(Br)c(Br)s1 (stereo not given)	u	9%	0%	-0.2%	1%	63%	18%	1%	5%	6%
COc1ccccc1N=Cc1c(O)c2ccccc2oc1=O	5	2%[46.1 µM]	u	-0.6%	10%	-20%	20%	0%	u	-8%
CC(C)OC(=O)C(CC(=O)O)N1CCOCC1 (stereo not given)	2	5%	-3%	5.9%	2%	7%	5%	-2%	13%	0%
Cc1ccc(S(=O)(=O)N(CC(=O)Nc2cccc(C(F)(F)F)c2)C(=O)N2CCN(C)CC2)cc1	-7	-5%	0%	0.0%	x	-9%	16%	-1%	22%	0%
COc1ccc(C(C)=O)cc1CSc1nnc(-c2ccncc2)n1C	-1	-2%	-3%	-0.2%	1%	3%	22%	-3%	-6%	4%
COc1ccc(C2/C=C\CN(S(=O)(=O)/C=C/c3ccccc3)CC(=O)N2Cc2ccc(F)cc2)cc1 (stereo not given)	-7	2%	2%	-1.0%	2%	-32%	1%	-4%	-1%	81%
O=c1c2c([nH]c3ccccc13)CCCC2	0	1%	-7%	-0.8%	3%	-4%	-12%	-5%	-3%	-8%
CC(C)CCNC(=O)NC(=O)COC(=O)CCN=C1NS(=O)(=O)c2ccccc21	3	2%	6%	0.0%	3%	8%	29%	-2%	3%	-4%
O=C(Nc1ccc(Cl)cc1)c1csc(-c2ccncc2)n1	26	7%	2%	0.2%	0%	0%	2%	0%	u	2%
CC(C)CNC(=O)CCCc1c[nH]c2ccccc12	-1	x	4%	0.4%	6%	-3%	7%	-11%	-1%	4%
O=C(COc1ccc2ccccc2c1)NCC(=O)N/N=C/c1ccco1	1	4%	0%	0.2%	0%	1%	3%	-1%	-8%	-1%
Cn1cccc1Cc1nnc(SCC(=O)NC2CCCCC2)n1CCc1ccccc1	2	1%[46.1 µM]	-5%	0.4%	-12%	-22%	10%	1%	-9%	-6%
CC(C)(C)OC(=O)NC(Cc1ccccc1)C(=O)N1CCC(C(=O)NCC(=O)Nc2ccc(F)cc2)CC1 (stereo not given)	1	-7%	4%	0.0%	-2%	3%	16%	u	2%	10%

Five of the entries above in order of their number in Integrin act MD, lowest first:
smiles | TRPV1 agonist | TCR act | p53 reactivation | B2AR arrestin | CXXC DNA block | Integrin act MD | TSG101-PTAP inh
O=C(O)c1ccc(CNC(=S)Nc2ccccc2)cc1 | 3 | 11% | -1% | -0.1% | 4% | -24% | -5%
O=C(CCN1C(=O)c2ccccc2C1=O)Nc1sc2c(c1C(=O)NCC1CCCO1)CCC2 (stereo not given) | 6 | 1%[46.1 µM] | -1% | -0.8% | -1% | 0% | -2%
CC(C)CNC(=O)CCCc1c[nH]c2ccccc12 | -1 | x | 4% | 0.4% | 6% | 7% | -11%
Cn1cccc1Cc1nnc(SCC(=O)NC2CCCCC2)n1CCc1ccccc1 | 2 | 1%[46.1 µM] | -5% | 0.4% | -12% | 10% | 1%
O=C(NCC1CCCO1)c1cc(Br)c(Br)s1 (stereo not given) | u | 9% | 0% | -0.2% | 1% | 18% | 1%
